CHT inh: inhibitors of human choline transporter CHT | High affinity choline transporter 1 (Homo sapiens), Q9GZV3 | CHT-expressing cells, membrane potential dye, choline response; active compounds read low | B-score at 10 µM | hit rate 0.86% among 310,000 | AID 488975, 2010;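 active = B-score over 3 SD under the library average, and starting fluorescence ratio not unusually high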;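 also: choline stimulus applied at its EC90 after an EC20 pre-addition; B-score computed on integrated fluorescence ratio after choline addition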
Target sequence (Q9GZV3 whole entry, looked up): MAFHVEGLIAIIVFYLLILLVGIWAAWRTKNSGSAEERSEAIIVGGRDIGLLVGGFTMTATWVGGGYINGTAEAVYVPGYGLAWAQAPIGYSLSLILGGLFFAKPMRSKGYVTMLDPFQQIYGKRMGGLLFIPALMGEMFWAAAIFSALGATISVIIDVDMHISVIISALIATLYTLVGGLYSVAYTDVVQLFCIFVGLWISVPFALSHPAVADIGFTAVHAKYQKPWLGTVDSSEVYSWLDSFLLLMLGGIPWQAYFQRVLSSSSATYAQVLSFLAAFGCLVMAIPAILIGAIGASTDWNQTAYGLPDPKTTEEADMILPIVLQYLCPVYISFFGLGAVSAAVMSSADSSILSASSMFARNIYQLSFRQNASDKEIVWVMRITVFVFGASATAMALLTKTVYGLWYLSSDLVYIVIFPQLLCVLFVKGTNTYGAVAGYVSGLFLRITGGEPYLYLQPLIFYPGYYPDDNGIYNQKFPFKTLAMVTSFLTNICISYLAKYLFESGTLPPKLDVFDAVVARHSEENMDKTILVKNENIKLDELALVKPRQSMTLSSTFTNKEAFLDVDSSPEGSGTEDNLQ
STK33 kinase inh: inhibitors of purified STK33 kinase, primary screen, biochemical, ADP-Glo luminescence, homogeneous, cell-free | Serine/threonine-protein kinase 33 (Homo sapiens), Q9BYT3 | MBP phosphorylation | inhibition, % at 10 µM | hit rate 0.073% among 320,000;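 active = inhibition at or above 25%, using the most active replicate where run in duplicate; inactive = inhibition below 25%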
Target sequence (Q9BYT3 whole entry, looked up): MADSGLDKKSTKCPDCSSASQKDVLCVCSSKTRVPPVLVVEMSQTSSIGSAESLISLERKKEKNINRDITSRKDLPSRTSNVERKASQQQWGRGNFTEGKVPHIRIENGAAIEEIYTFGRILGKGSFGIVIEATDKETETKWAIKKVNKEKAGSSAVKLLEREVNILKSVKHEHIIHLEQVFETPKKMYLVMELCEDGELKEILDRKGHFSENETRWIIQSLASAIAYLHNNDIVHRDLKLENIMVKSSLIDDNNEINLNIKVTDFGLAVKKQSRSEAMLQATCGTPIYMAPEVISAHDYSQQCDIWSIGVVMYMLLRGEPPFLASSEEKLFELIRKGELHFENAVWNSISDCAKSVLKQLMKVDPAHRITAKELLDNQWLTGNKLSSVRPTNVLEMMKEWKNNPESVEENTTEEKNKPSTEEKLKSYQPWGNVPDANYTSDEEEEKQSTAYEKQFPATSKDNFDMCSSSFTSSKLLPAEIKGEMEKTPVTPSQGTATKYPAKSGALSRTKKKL
CHT PAM: CHT positive allosteric modulators, primary screen, cell-based, membrane potential dye, choline EC20. High affinity choline transporter 1 (Homo sapiens), Q9GZV3. CHT-expressing cells; active compounds read high; LV-AA mutant CHT in HEK293 cells. B-score at 10 µM. hit rate 0.49% among 310,000;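 active = initial fluorescence not abnormally high and integrated response B-score, plate-corrected, over 3 SD above library mean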
* marks the source's active call; other numbers are inactive results; i = inactive; nt = not tested or not shown.

SMILES | CHT inh | STK33 kinase inh | CHT PAM
Cc1ccc(NC(=O)c2nc[nH]c2C(=O)N[C@@H](CCCCNC(=O)OC(C)(C)C)C(=O)OC(C)(C)C)cc1 | i | -0.5 | i
COCCNC(=S)c1ccc(OC)cc1 | i | -3.0 | i
CCC(C)NC(=O)[C@H](CSCc1ccccc1)N1Cc2ccccc2C1=O (stereo partly drawn) | i | 0.2 | i
COc1ccc(N(CC(=O)NC2CCCC2)C(=O)c2ccc(C)s2)c(OC)c1 | i | -0.7 | i
CN(C)CCCN1C(=O)c2cccc3c([N+](=O)[O-])ccc(c23)C1=O | i | -0.4 | i
CCCn1c(N)c(N(CCOC)C(=O)c2ccc(Cl)c([N+](=O)[O-])c2)c(=O)[nH]c1=O | i | 0.6 | i
O=C(NNC(=O)c1ccccc1[N+](=O)[O-])c1cccs1 | i | -3.3 | i
CCCSc1nnc(NC(=O)Nc2ccccc2OC)s1 | i | 4.2 | i
COc1ccccc1CN1CCNC(=O)C1CC(=O)NCc1cn(C)nc1C (stereo not drawn) | i | -0.8 | i
Cc1[nH]c2ccccc2c1N=Nc1cc(C(=O)O)cc(C(=O)O)c1 | i | -4.1 | i
O=C(NCCNc1ccccc1[N+](=O)[O-])c1ccccc1F | i | -2.8 | i
CCOc1ccc(-c2nnc(-c3ccc(OC)cc3)o2)cc1 | i | 22 | i
COc1cc(/C=N/NC(=O)c2ccc(NC(=O)C3CCCCC3)cc2)ccc1O | i | 1.8 | i
O=C(CCCSc1ccccc1)Nc1cccc(CO)c1 | i | -0.8 | i
Cc1cc(C)cc(OCC(=O)N2N=C(C(F)(F)F)CC2(O)C(C)(C)C)c1 (stereo not drawn) | i | -12 | i
CCOC(=O)/C(C#N)=C\c1cc(OC)c(OC)cc1[N+](=O)[O-] | i | -0.2 | i
CC(=O)c1ccc(NC(=S)Nc2ccc3cn[nH]c3c2)cc1 | i | 5.4 | i
COCCn1c(SCC(=O)Nc2ccccc2F)nnc1-c1ccoc1C | i | -0.4 | i
COc1ccc(C(c2sc3nc(C)nn3c2O)N2CCC3(CC2)OCCO3)cc1 (stereo not drawn) | i | -0.9 | i
COc1cccc(C2CC(=O)Nc3c2c(=O)[nH]c2ncnn32)c1 (stereo not drawn) | i | -1.3 | i
CCOc1ccc(CC(=NCCc2ccccc2)C2=C(O)CC(C)(C)CC2=O)cc1OCC | i | -1.8 | i
Cn1c(=S)c2[nH]c(SCCN3CCCC3)nc2n(C)c1=O | i | 0.2 | i
O=C(C1CCN(Cc2ccccc2O)CC1)N1CCN(Cc2ccc3c(c2)OCO3)CC1 | i | -1.7 | i
O=C(NCCCO)/C(=C/c1ccc(-c2cccc([N+](=O)[O-])c2)o1)NC(=O)c1ccccc1 | i | -1.3 | i
CC(C)Oc1ccc(CCN=C(N)N=C(N)N)cc1Cl | i | 0.3 | i
(more compounds)
SMILES | CHT inh | STK33 kinase inh | CHT PAM
CC(=O)c1cccc(S(=O)(=O)NCC(c2ccco2)N2CCCCC2)c1 (stereo not drawn) | i | -0.3 | i
CC1CCCC(C)N1C(=O)COC(=O)c1ccc[nH]c1=O (stereo not drawn) | i | -3.4 | i
CCN1CCN(c2ccc(S(=O)(=O)N3CCOCC3)cc2NC(=O)/C=C/c2ccc([N+](=O)[O-])cc2)CC1 | i | 1.5 | i
O=C(COC(=O)c1cc(=O)c2ccccc2o1)NCC1CCCCC1 | i | -0.6 | i
Cc1cccc(C(=O)N2CCC(=O)N(C(COCc3ccc(Cl)cc3)Cc3ccccc3)CC2)c1 (stereo not drawn) | i | -0.8 | i
CCOc1cc(C(=O)Nc2ccc(S(=O)(=O)NC3=NCCCCC3)cc2)cc(OCC)c1OCC | i | -1.9 | i
O=C(c1cccc(S(=O)(=O)N2CCN(c3ccccc3)CC2)c1)N1CC=C(c2ccccc2)CC1 | i | -1.1 | i
CC(=O)c1ccc(N=C2C(=O)Nc3ccccc32)cc1 | i | nt | i
O=C(C1=C(O)C(=O)N(CC2CCCO2)C1c1ccc(Cl)cc1Cl)c1ccco1 (stereo not drawn) | i | 0.5 | i
CCCC(=O)O[C@]1(C(=O)CO)CC[C@H]2[C@@H]3CCC4=CC(=O)CC[C@]4(C)[C@H]3[C@@H](O)C[C@@]21C | i | 0.5 | i
Cc1ccc(S(=O)(=O)N2CCCC(C(=O)NC3CCCC3)C2)cc1 (stereo not drawn) | i | -1.0 | i
O=C1c2ccccc2C(=O)N1/N=C/c1ccc(Oc2ccc([N+](=O)[O-])cn2)cc1 | i | 1.8 | i
CC1=NN(C(=S)Nc2ccccc2)C(c2ccccc2)C1 (stereo not drawn) | i | -1.6 | i
Cc1cccc(N2CCN(S(=O)(=O)c3ccc(-c4coc(C)n4)cc3)CC2C)c1 (stereo not drawn) | i | -2.8 | i
CC1CCc2[nH]c3ccc(C(=O)N4CCCC(C(F)(F)F)C4)cc3c2C1 (stereo not drawn) | i | 0.4 | i
O=S(=O)(NN1CCOCC1)c1cc(Cl)cc(Cl)c1O | i | -0.9 | i
CC(=O)Nc1ccc(S(=O)(=O)Nc2ccc3c(c2)OCO3)cc1 | i | -0.1 | i
CC1CCc2c(sc3nc(CSc4n[nH]c(N)n4)[nH]c(=O)c23)C1 (stereo not drawn) | i | 0.9 | i
O=C(Nc1nnc(-c2ccccc2)o1)c1ccc(Cl)cc1 | i | -0.3 | i
N/C(=N\OC(=O)CCc1ccccc1)c1cccnc1 | i | 0.4 | i
Cc1oc(C)c(C(=O)Nc2ccc(CC(=O)O)cc2)c1C(=O)Nc1ccc(CC(=O)O)cc1 | i | -0.4 | i
COc1ccc(C2CC(c3cccs3)=NN2C(=O)CSc2nncs2)cc1OC (stereo not drawn) | i | -2.4 | i
Cc1ccc2cc(CCNC(=O)C(=O)c3c(C)[nH]c4ccccc34)c(=O)[nH]c2c1 | i | 0.1 | i
Cc1ccc(C(=O)C(OC(=O)COc2ccccc2C)c2ccccc2)cc1 (stereo not drawn) | i | 0.2 | i
CC(Sc1nnc(-c2cc3ccccc3o2)n1-c1ccccc1)C(=O)O (stereo not drawn) | i | -0.6 | i

Reprinted at random: 5 compounds from above, in no set order.
SMILES | CHT inh | STK33 kinase inh | CHT PAM
CC(=O)Nc1ccc(S(=O)(=O)Nc2ccc3c(c2)OCO3)cc1 | i | -0.1 | i
O=C(COC(=O)c1cc(=O)c2ccccc2o1)NCC1CCCCC1 | i | -0.6 | i
CCCC(=O)O[C@]1(C(=O)CO)CC[C@H]2[C@@H]3CCC4=CC(=O)CC[C@]4(C)[C@H]3[C@@H](O)C[C@@]21C | i | 0.5 | i
COc1ccc(C2CC(c3cccs3)=NN2C(=O)CSc2nncs2)cc1OC (stereo not drawn) | i | -2.4 | i
O=C(c1cccc(S(=O)(=O)N2CCN(c3ccccc3)CC2)c1)N1CC=C(c2ccccc2)CC1 | i | -1.1 | i

The listing continues:
SMILES | CHT inh | STK33 kinase inh | CHT PAM
COc1cc2c(cc1OC)[C@@H]1Cc3cc4c(cc3[C@H](C2)N1C)OCO4 | i | -0.2 | i
CC(C)(C)C(=O)NC(=C(Cl)Cl)P(=O)(O)O | i | 0.0 | i
COc1ccc(CC(=O)Oc2ccccc2C)cc1 | i | -0.7 | i
Cn1c(CNC(=O)CCNC(=O)c2ccccc2)cc(=O)n(C)c1=O | i | -2.6 | i
COc1cc(CN=Cc2c(O)n(Cc3ccccc3)c(=S)[nH]c2=O)cc(OC)c1 | i | -0.5 | i
COc1ccc(C(=O)COC(=O)c2cc(S(=O)(=O)N3CCCCC3)ccc2N2CCOCC2)c(OC)c1 | i | -1.0 | i
Clc1ccc(-n2ncc3c(NCCN4CCOCC4)ncnc32)cc1 | i | 1.0 | i
Cc1ccc(SC(C)C(=O)N2CCN(c3ccccc3)CC2)cc1 (stereo not drawn) | i | -2.6 | i
Cc1ccc(CSCC(=O)NCc2ccc3c(c2)OCO3)cc1 | i | -1.3 | i
COC(=O)N1CC(=O)N(OC)C1c1ccc(Cl)cc1Cl (stereo not drawn) | i | -1.5 | i
CCC(C)OC(=O)C1=C(C)NC(=O)NC1c1ccc(F)cc1 (stereo not drawn) | i | -0.7 | i
Cc1ccc(NC(=O)CN(Cc2ccccc2)S(C)(=O)=O)cc1C | i | -1.1 | i
O=C(/C=C/c1cn(CC(O)CN2CCCCCC2)c2ccccc12)c1cccs1 (stereo not drawn) | i | nt | i
CC(NC(=O)CN(C1CCCCC1)S(C)(=O)=O)c1ccccc1 (stereo not drawn) | i | -0.9 | i
Clc1ccc(-c2nnc(COc3ncnc4sccc34)o2)cc1 | i | -1.1 | i
CC1(C)CC(=O)C(CC2CCCCC2=O)C(=O)C1 (stereo not drawn) | i | 0.1 | i
O=C(CSc1n[nH]c(-c2ccncc2)n1)c1ccccc1 | i | 1.2 | i
C=CCC(C#Cc1ccccc1)N(C)C (stereo not drawn) | i | -0.2 | i
O=[N+]([O-])c1ccc(Nc2ccc(N3CCOCC3)cc2)c([N+](=O)[O-])c1 | i | 0.1 | i
Cc1ccc(S(=O)(=O)N(C)CC(=O)OCC(=O)N2CCCC2=O)cc1 | i | 0.1 | i
COc1ccc(CCNC(=O)C(=O)NCCOc2ccccc2)cc1OC | i | -0.2 | i
Cc1cc(NS(=O)(=O)c2ccc(NC(=O)CSc3nc4sc(C)c(C)c4c(=O)[nH]3)cc2)no1 | i | -1.2 | i
Cn1c(Cc2ccccc2)nnc1SCC(=O)Nc1ccc(N2CCOCC2)cc1 | i | -1.9 | i
Cc1cc(C(=O)N/N=C/c2ccc([N+](=O)[O-])s2)n[nH]1 | i | -16 | i
NNC(=O)c1ccc(Cn2cc(Cl)cn2)cc1 | i | 0.4 | i

A different layout for some results above:
| mol | CHT inh | STK33 kinase inh | CHT PAM |
| --- | --- | --- | --- |
| CC(C)(C)C(=O)NC(=C(Cl)Cl)P(=O)(O)O | i | 0.0 | i |
| COc1ccc(CC(=O)Oc2ccccc2C)cc1 | i | -0.7 | i |
| Cn1c(CNC(=O)CCNC(=O)c2ccccc2)cc(=O)n(C)c1=O | i | -2.6 | i |
| COc1cc(CN=Cc2c(O)n(Cc3ccccc3)c(=S)[nH]c2=O)cc(OC)c1 | i | -0.5 | i |
| COc1ccc(C(=O)COC(=O)c2cc(S(=O)(=O)N3CCCCC3)ccc2N2CCOCC2)c(OC)c1 | i | -1.0 | i |
| Clc1ccc(-n2ncc3c(NCCN4CCOCC4)ncnc32)cc1 | i | 1.0 | i |
| Cc1ccc(SC(C)C(=O)N2CCN(c3ccccc3)CC2)cc1 (stereo not drawn) | i | -2.6 | i |

(further entries)
SMILES | CHT inh | STK33 kinase inh | CHT PAM
c1ccc(Cc2nc3ccccc3n2Cc2ccccc2)cc1 | i | -0.2 | i
O=C(Nc1ccccc1)O/N=C1\CCCCC1c1ccc([N+](=O)[O-])cc1[N+](=O)[O-] (stereo not drawn) | i | -1.8 | i
Cc1ccc(NC(=O)c2ccc([N+](=O)[O-])o2)cc1S(=O)(=O)N1CCOCC1 | i | -1.2 | i
COc1cc(-c2nc(CN3CCN(CC(C)C)C(=O)[C@@H]3C)c(C)o2)ccc1F | i | -0.7 | i
COc1ccc(NC(=O)CN(C)S(=O)(=O)c2cccc3cccnc23)cc1 | i | 0.1 | i
CCc1ccc2c(c1)/C(=C/C(=O)c1cccs1)C(=O)N2 | i | -1.0 | i
CCOC(=O)N1CCN(C(=O)CN(C)S(=O)(=O)c2ccc3c(c2)c(=O)n(C)c(=O)n3C)CC1 | i | 0.0 | i
NC(=O)c1oc2ccccc2c1NC(=O)c1nc2ccccc2s1 | i | -1.0 | i
O=C(N/N=C/c1cccnc1)C1CCCN(S(=O)(=O)c2ccccc2)C1 (stereo not drawn) | i | 0.0 | i
Cc1ccc(OCCn2c(CCCO)nc3ccccc32)cc1 | i | -1.9 | i
O=C(NC1CCN(C(=O)NCc2ccccc2)CC1)c1ccccc1 | i | -0.5 | i
CC(C)Cc1nnc(NC(=O)CCC(=O)N2CC(C)CC(C)C2)s1 (stereo not drawn) | i | 0.1 | i
COc1ccc(N2C(=O)CSC23C(=O)N2c4c(cccc43)C(C)=CC2(C)C)cc1 (stereo not drawn) | i | -2.3 | i
Cc1n(C)c2cc(Cl)ccc2[n+]1Cc1ccccc1 | i | 1.1 | 9.3*
Fc1cccc(Cl)c1Cn1nnc(-c2ccc3c(c2)OCO3)n1 | i | -2.0 | i
CCN1CCCC1CNC(=O)c1cc2c(-c3ccc(Cl)cc3)nn(C)c2s1 (stereo not drawn) | i | 2.0 | i
COc1cccc(C2CCCN2Cc2nc(-c3cnccn3)no2)c1 (stereo not drawn) | i | -1.1 | i
COc1ccc(C2/C(=C(/O)c3ccccc3)C(=O)C(=O)N2CCN2CCOCC2)c(OC)c1 (stereo not drawn) | i | -1.6 | i
O=C(c1cccc(Br)c1)N1CCN(c2cnn(-c3ccccc3)c(=O)c2Cl)CC1 | i | -0.3 | i
Cc1ccc(NC(=O)CCc2c(C)nn(-c3ccc(N4CCOCC4)nn3)c2C)cc1F | i | 1.0 | i
CC(O)CC(C(=O)NNc1ccccc1)C(=O)NNc1ccccc1 (stereo not drawn) | i | -0.9 | i
Cc1ccc(SCCC(=O)NC(C(C)C)C(C)C)cc1 | i | 2.0 | i
CC(NC(=O)c1cccnc1)C(=O)O (stereo not drawn) | i | -2.3 | i
COc1cc(Cl)c(C)cc1NC(=O)CSc1nc2ccccc2o1 | i | -1.6 | i
COC(c1ccccc1)c1nnc(CCC(=O)N(C)CCOc2ccccc2)o1 (stereo not drawn) | i | -0.8 | i
Cc1c(NC(=O)c2cnn3c2NC(c2ccc(Br)cc2)CC3C(F)(F)F)c(=O)n(-c2ccccc2)n1C (stereo not drawn) | i | -0.1 | i

High-throughput results (PubChem)
